mcGAS lum = cyclic GMP-AMP synthase inhibitors, mouse, primary biochemical chemiluminescence; recombinant cGAS, Kinase-Glo ATP depletion luminescence; inhibition, % at 12.5 µM; actives 0.15% (n = 160,000);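 further: 0% = negative control wells and 100% = reference inhibitor with no enzyme activity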
NPYLR7 agonist = agonists of mosquito NPYLR7 receptor, primary screen, cell-based, Aedes aegypti, calcium fluorescence, mosquito biting behavior. activation, % at 10 µM. HEK293T NPYLR7/Galpha15, GCaMP6s calcium fluorescence. actives 0.15% (n = 270,000). Aedes aegypti neuropeptide Y-like receptor 7 (NPYLR7); in the data active means activation above about 40%;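 further: 0% = vehicle and 100% = reference agonist at the receptor; some compounds past the cut are filed as inactive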
hcGAS inh = Primary biochemical luminescence assay for human cyclic GMP-AMP synthase inhibitors | inhibition, % at 12.5 µM | actives 0.081% (n = 290,000) | AID 1259398, 2018 | recombinant h-cGAS, ATP depletion, Kinase-Glo luminescence | Q8N884;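 further: 0% = vehicle reaction and 100% = reaction without DNA for no activity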
Target sequence (Q8N884 whole entry, looked up): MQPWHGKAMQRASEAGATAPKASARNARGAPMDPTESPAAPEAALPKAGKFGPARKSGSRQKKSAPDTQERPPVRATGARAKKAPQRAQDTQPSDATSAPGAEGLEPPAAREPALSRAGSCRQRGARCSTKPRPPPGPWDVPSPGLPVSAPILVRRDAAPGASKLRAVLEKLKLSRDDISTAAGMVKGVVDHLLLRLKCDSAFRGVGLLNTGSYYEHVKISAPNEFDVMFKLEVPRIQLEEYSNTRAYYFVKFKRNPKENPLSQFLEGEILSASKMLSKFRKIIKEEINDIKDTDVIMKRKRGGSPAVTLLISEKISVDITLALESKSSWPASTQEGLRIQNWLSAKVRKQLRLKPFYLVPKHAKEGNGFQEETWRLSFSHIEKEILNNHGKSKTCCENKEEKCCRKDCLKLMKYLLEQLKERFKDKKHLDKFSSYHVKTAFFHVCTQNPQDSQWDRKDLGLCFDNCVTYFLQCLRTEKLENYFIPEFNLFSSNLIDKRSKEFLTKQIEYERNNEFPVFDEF
* marks the source's active call; other numbers are inactive results; . = not tested or not shown; & = joins results of further samples. Unless noted, no stated cut-off is given here; in the data, active means inhibition above about 40%; inactive means the rest.

Molecule,mcGAS lum,NPYLR7 agonist,hcGAS inh
O=C1CSC(c2coc3ccccc3c2=O)N1c1ccc(F)cc1F (stereo not given),0,1,0
c1ccc(-n2nnnc2N2CCCC(Nc3ccc4c(c3)OCCO4)C2)cc1 (stereo not given),.,7,-7
O=C1c2ccc(F)cc2C(=O)N1N1CCOCC1,.,26,-9
Cc1nn(C(CC(=O)c2ccccc2)C(=O)O)c(C)c1Cc1ccccc1 (stereo not given),.,-16,-4
Cn1c(=O)n(CC(=O)NCc2ccc(Cl)cc2Cl)c2ccccc21,-4,1,-1
NC(=O)c1cnc2n1CCN(C(=O)c1cc3c(s1)CCCCC3)C2,.,7,2
Cc1ccc(S(=O)(=O)NC(C)c2cccc(Br)c2)c(C)c1 (stereo not given),2,0,6
COc1ccccc1CC1(C)C(=O)Nc2ccc(OC(F)(F)F)cc21 (stereo not given),-4,4,2
Cc1cccc(Nc2ncccc2C(=O)N[C@@H]2C[C@@H]3C[C@H]([C@H]2C)C3(C)C)c1C,-4,-6,-9
Cc1cc(C(C)(C)C)c(O)c(C(C)(C)C)c1,-4,-6,-4
CCOC(=O)C1(Cc2ccccc2C)CCCN(Cc2cnc(N3CCOCC3)s2)C1 (stereo not given),-5,5,0
C=CCn1c(SCC(=O)c2ccc[nH]2)nc2sc3c(c2c1=O)CCC3,.,-4,-3
COC(=O)c1ccc(-c2nc(CN3CCCC3c3nc4ccc(F)cc4[nH]3)c(C)o2)cc1 (stereo not given),-3,-9,-7
Cc1nn2c(N3CCCC3)c3c(nc2c1-c1ccccc1)CCC3,-11,3,-10
Cc1ccc(NC(=O)CCn2cncn2)cc1,.,6,-9
COc1ccc(OC)c2sc(N(Cc3cccnc3)C(=O)c3ccc(C)cc3)nc12,-8,-7,-3
Clc1cccc(C2c3cccn3CCCN2Cc2ccncc2)c1 (stereo not given),-7,7,-9
CSc1ccc(CNC(=O)C2(C)CCCN2C)cc1 (stereo not given),-2,-7,-6
O=C1C[C@H]2CC[C@@H](CN1)N2Cc1ccc(-c2ccccc2Cl)o1,.,-2,0
CC1CCN(C(=O)c2cc(NC(=O)CSc3ccccc3)ccc2N2CCC(C)CC2)CC1,-3,-2,-7

Overlap with the part before: 3 compounds; new compounds follow.
Molecule,mcGAS lum,NPYLR7 agonist,hcGAS inh
CSc1ccc(CNC(=O)C2(C)CCCN2C)cc1 (stereo not given),-2,-7,-6
O=C1C[C@H]2CC[C@@H](CN1)N2Cc1ccc(-c2ccccc2Cl)o1,.,-2,0
CC1CCN(C(=O)c2cc(NC(=O)CSc3ccccc3)ccc2N2CCC(C)CC2)CC1,-3,-2,-7
C=CCNC(=O)CSc1ncnc2sc(C)c(C)c12,.,-1,-14
CN(C)C(=O)c1ccc(NC(=O)C=Cc2ccco2)cc1,-2,-4,-6
Cc1ccc(C(=O)COC(=O)c2cccc([N+](=O)[O-])c2)cc1,.,-3,-2
COC(=O)c1sc2nc(C)nc(NCc3ccccn3)c2c1C,.,4,-12
Cc1cc([N+](=O)[O-])cc(C(C)(C)C)c1O,.,-7,-1
COC(=O)c1ccc(COC(CN2CCN(C(=O)NCc3cccc(C)c3)CC2)c2ccc(Cl)cc2)cc1 (stereo not given),-5,5,-1
O=C(NCC1CCN(c2nc(Cc3ccc(F)cc3)ns2)CC1)c1ccc(-c2ccccc2)cc1,-6,-12,-20
CC(=O)c1c(C)oc2ccc(N(C(C)=O)S(=O)(=O)c3cccc4cccnc34)cc12,-5,-7,-4
COc1ccc(CC2CCN(Cc3ccc(F)c(C(F)(F)F)c3)CC2)cc1,-7,7,-8
CC(C)c1nnc2n1CC(CNCCc1cccs1)CC2 (stereo not given),.,-4,-14
O=C(NCc1ccccc1F)c1ccc(-c2cc(-c3cccc4ccccc34)[nH]n2)cc1,-3,24,-4
CCCN1C(=O)CC[C@H]2CN(C(=O)c3nc(C(C)C)cs3)CC[C@H]21,0,.,-1
Cc1ncc2c(c1CNC(=O)c1ccccc1F)CCN(C(=O)CCc1ccc3c(c1)OCO3)C2,-13,19,-9
Cc1ccc(Nc2nc(NCCO)nc3nccnc23)cc1C,.,4,-4
Cc1cc(C(F)(F)F)nc(CCNc2nncc(-c3ccc4c(c3)OCO4)n2)n1,-5,-6,-5
CCn1cc(CN(Cc2sc(C)nc2C)C(C)C)cn1,.,5,-5
CCOc1ccccc1C(=O)Nc1ccc(N2CCN(C(=O)CCC3CCCC3)CC2)nc1,-7,-2,-4
COc1ccccc1CN(C(=O)c1ccc(CO)cc1)C1CC1,.,17,-5
O=C(Cc1cccs1)Nc1ccc(C2SCC(=O)N2c2ccc(F)cc2)cc1 (stereo not given),1,2,0
CCOC(=O)c1ccc2c(c1)nc(SCc1c(F)ccc(F)c1Cl)n2CCc1ccc(OC)cc1,-5,3,-1

Molecule,mcGAS lum,NPYLR7 agonist,hcGAS inh
COc1cccc(CN2CC(C(=O)N(C)Cc3nonc3C)CCC2=O)c1 (stereo not given),.,1,-10
O=C(COc1ccccc1)N(CC(=O)N1CCc2sccc2C1c1ccc(Cl)cc1Cl)C1CC1 (stereo not given),-4,-2,-13
CCc1c(C)nc2c(-c3ccc(OC)cc3)c[nH]n2c1=O,.,-16,-3
Cc1ccc(CNC(=O)N2CCCCC2CCN2CCOCC2)cc1 (stereo not given),.,8,-3
NC(=O)c1cnc2n1CCN(C(=O)Cc1cc3c(cc1Cl)OCCO3)C2,-16,9,-4
Cc1cc(C)c2c(c1C(=O)N1CCN(C(=O)c3ccco3)CC1)CC(C)(C)C2=O,-6,-10,-4
COc1cc(/C=C2\N=C(c3ccc(C)c(C)c3)OC2=O)cc(Br)c1OC(C)=O,.,-3,-5
CC(C)C(NC(=O)C12CC3CC(CC(C3)C1)C2)C(=O)N1CCC(C(N)=O)C1 (stereo not given),.,-1,-5
CN1CCN(c2ncc3c(=O)n(Cc4cccnc4)ccc3n2)CC1,-6,-15,-3
COc1ccccc1N1CCN(C(=O)c2csc(CSc3nnc(-c4cccnc4)n3-c3ccccc3OC)n2)CC1,-6,10,-7
Cc1cc(C)cc(N2CCN(C(=O)/C=C/c3cnc[nH]3)CC2)c1,.,4,-2
Cc1c(Cl)cccc1NC(=O)Nc1ccc(Nc2cc(-n3ccnc3)ncn2)cc1,-3,-18,5
CC(C)Cc1nc(N2CCN(C(=O)/C=C/c3ccccc3)CC2)c2cnn(-c3ccccc3)c2n1,-5,.,-7
O=C(NCc1cnn(-c2ccccc2)c1)C1CC2CCCC(C1)C2=O (stereo not given),-10,0,-17
CCOC(=O)Cn1c(=NC(=O)c2ccn(C)n2)sc2cc3c(cc21)OCO3,-7,1,-5
CCn1ccc(C(C)NC(=O)CCS(=O)(=O)c2ccc3ccccc3c2)n1 (stereo not given),.,-4,-3
O=C(NCc1cccnc1)c1cc(C2CCCCN2C(=O)OCCF)on1 (stereo not given),-8,8,-10
NC(=O)CCSc1n[nH]c(=S)s1,.,-6,-3
C/C=C/C(=O)Nc1c(C(=O)Nc2ccc(OC)c(OC)c2)oc2ccccc12,.,-5,-3
C=CCNC(=O)C(NC(=O)c1ccc(F)cc1)C1CCN(C(=O)CCc2ccccc2)CC1 (stereo not given),-4,-2,-4

Molecule,mcGAS lum,NPYLR7 agonist,hcGAS inh
CCCCN(CC(=O)N(CCc1c[nH]c2ccccc12)Cc1ccccc1)C(=O)Nc1cc(C(F)(F)F)cc(C(F)(F)F)c1,1,4,5
Cc1ccc(C(=O)CSc2nccn(-c3ccc(C)cc3)c2=O)cc1,-9,21,-6
Cc1cccc(-n2nc(C(C)(C)C)cc2NC(=O)CN(Cc2ccccc2)C(=O)Nc2ccccc2Br)c1,-4,15,0
CCn1nc(C(=O)Nc2cc(C)nn2-c2nc3ccccc3s2)cc1C,-14,-5,-10
COc1ccc(CNC(=O)N2CCCCC2C)c(OC)c1OC (stereo not given),.,3,-5
N#CCN(Cc1ccc(Br)cc1)C1CC1,.,7,-7
CC(=O)Nc1cc(C)nn1-c1ccc(Cl)c(Cl)c1,1,-3,2
Cc1ccccc1CNC(=O)c1cc(N2CCN(c3cccc(C(F)(F)F)c3)CC2)nc2ccccc12,1,.,2
Cn1nnc2c1CCN(CCCOc1ccc(C(C)(C)C)cc1)C2,.,5,-4
Cc1ccc(N=C2NN=C(c3ccc(NS(C)(=O)=O)cc3)CS2)cc1,.,3,3
O=C(NCN1CCCC1)c1cnccn1,.,5,-3
CC(C)(C)c1ccc(-c2ccnc3nc(N4CCN(S(=O)(=O)c5ccccc5C(F)(F)F)CC4)nn23)cc1,-6,5,-5
CCn1c(SCC(=O)Nc2ccccc2OC)nc2c(-c3ccccc3)c[nH]c2c1=O,-8,3,-3
O=C(c1ccc(F)cc1)N1CCCC(OCc2cc(F)cc(F)c2)C1 (stereo not given),-2,-2,-6
COCCN(Cc1cccs1)C(=O)c1ccc(=O)n(C)c1,-15,-2,-6
COc1cc(-c2c(C#N)c(N)n3c(nc4ccccc43)c2C#N)ccc1O,-3,3,0
O=C(NC1CCN(c2ccccc2C(=O)NCc2ccccc2)CC1)c1ccc(F)cc1F,-4,-2,0
CC(c1ccccc1)N1CCN(C(=O)NCc2ccccc2F)CC1 (stereo not given),-8,24,-6
CC(C)OCc1ccccc1CN,.,2,3
NC(=O)c1cncc(N2CCC(CO)(Cc3ccccc3)CC2)n1,.,0,-4

Reprinted from the part before: 2 entries, followed by the next part.
Molecule,mcGAS lum,NPYLR7 agonist,hcGAS inh
CC(C)OCc1ccccc1CN,.,2,3
NC(=O)c1cncc(N2CCC(CO)(Cc3ccccc3)CC2)n1,.,0,-4
Cc1cc(C(C)(C)C)cc(C)c1S(=O)(=O)Nc1cc(S(C)(=O)=O)ccc1F,.,13,-4
CCC(=O)N1CCN(c2nc(C)nc(C)c2Cc2cc(C)ccc2C)CC1,-10,28,0
c1csc(CNC23CC4CC(CC(C4)C2)C3)c1,.,-4&-1,-4&-4
COc1ccc(/C=C/C(=O)N2CCC[C@@H]3CN(Cc4cccs4)CC[C@H]32)cc1OC,-9,29,-7
Cc1ccc(C(NC(=O)Nc2cccc([N+](=O)[O-])c2)c2cccs2)cc1 (stereo not given),.,-1,-1
Cc1ccc(N=Cc2c(C)[nH]c3ccccc23)c(O)c1,.,-10,-3
CC1(C)O[C@H]2[C@@H](O1)[C@@H](C(=O)NCc1ccco1)O[C@@H]1OC(C)(C)O[C@@H]12,-4,.,-6
CCn1c(C2CCCN(Cc3ccc(-n4cncn4)cc3)C2)nn(C)c1=O (stereo not given),-11,-4,-5
CCOC(=O)NCc1ccc2c(c1)cc(C)n2C,-8,13,-4
CCS(=O)(=O)N1CCN(C(=O)Nc2cc(C)ccc2F)CC1,3,-5,0
CCOc1ncccc1C(=O)NCC1Cc2ccccc2O1 (stereo not given),.,-2,-13
Cc1ccc(CN2CCNC(=O)C2CC(=O)NCCC2=CCCCC2)o1 (stereo not given),-3,-3,6
Cc1ccc(Oc2nc3ccccn3c(=O)c2/C=C(\C#N)C(N)=O)c(C)c1,-5,7,2
CN(CC(=O)NCCSCc1ccccc1)C1CCS(=O)(=O)C1 (stereo not given),.,0,-7
OC(Cc1ccccc1)CN(Cc1ccccc1)C1CC1 (stereo not given),-7,20,-10
CN(Cc1ccccc1)C(=O)NCc1ccccc1S(=O)(=O)N1CCCCC1,.,4,-3
CC1CN(c2cc(Cl)nc(SCC(=O)NCc3cccc(C(F)(F)F)c3)n2)CCN1C(=O)c1ccc(F)cc1 (stereo not given),-7,-4,-9
O=[N+]([O-])c1ccc(CN2CCCn3cccc3C2c2cc(F)c(F)cc2F)cc1 (stereo not given),-5,18,-5
CNC(=O)c1c(Cl)nc(Cl)n1-c1ccc(OC)cc1,.,0&0,2&-4
CCN=c1scc(-c2ccc3c(c2)OCCO3)n1N=Cc1cc(C)ccc1C,-1,2,-5

Molecule,mcGAS lum,NPYLR7 agonist,hcGAS inh
Cc1ccc(OC2CCN(Cc3ccncc3)CC2)c(C(=O)NCc2cccs2)c1,-8,11,-5
CCC(=O)N1c2cccc3c2[C@@H](C[C@H]1C(=O)O)CN(Cc1ccc(OC)cc1)C3=O,-7,0,-11
CCCc1noc(CN(C)C(=O)c2[nH]c3ccc(C)cc3c2C)n1,.,1,2
CCOC(=O)CCC(=O)N1CCC(n2nc(C(=O)OCC)cc2C(C)(C)C)CC1,-2,17,-2
O=[N+]([O-])c1ccc(C23CC4CC(CC(C4)C2)C3)cc1,-4,-4,-4
c1cc(N2CCCCC2)ccc1-c1noc(Cn2cnnn2)n1,.,0,-5
COc1cc(CSc2cccs2)ccc1S(C)(=O)=O,-17,13,-8
CCC(=O)N1c2ccccc2N=C2CC(C)(C)CC(=O)C2C1c1cc(OC)c(OC)c(OC)c1 (stereo not given),0,-7,-3
Cn1nccc1C(=O)N1CCC(N2CCCC(C(=O)NC3CC3)C2)CC1 (stereo not given),.,-8,-3
CCN(c1ccccc1)S(=O)(=O)c1ccc2c(c1)CC(=O)N2C,-6,3,0

Screens: PubChem, Fisher Drug Discovery Resource Center
